# GLS inhibitor – glutaminase GLS (human) inhibition | Potency, µM (titrated, usually from 45.5 µM), inactives show at the highest dose activity change, negative = inhibition, usual class: inhibitors | AID 624170 | GLS enzymatic activity, qHTS titration | O94925 | 410,000 compounds, 0.21% hits; further: potency means the concentration at half of the fitted maximal effect; on the % scale 0 is the no-effect control and ±100 the full control effect
#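 Coupled fluorescence readout: glutamate oxidase/HRP/Amplex Red detect glutamate formed by hKGA from L-glutamine (1 mM solution added). Buffer 45 mM KH2PO4 pH 8.2, 0.02% Tween-20; reads at t0 and 30 min RT.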
# rTrxR1 inhibitor – inhibitors of rat thioredoxin reductase 1 | O89049 | Potency, µM (titrated, usually from 114 µM), inactives show top-dose activity change, negative = inhibition, usual class: inhibitors | 390,000 compounds, 1% hits | recombinant rTrxR1, NADPH fluorescence consumption, selenite substrate; further: potency means the concentration at half of the fitted maximal effect; on the % scale 0 is the no-effect control and ±100 the full control effect; nearly all actives have a fitted effect of over 65% in size
#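 Rat TrxR1 (90 nM in the dispensed reagent) was pre-reduced with 400 uM NADPH for 5 min at room temperature, then incubated with compound for 15 min. After 400 uM selenite was added, NADPH fluorescence (Ex 340/Em 450 nm) was followed for 8 min.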
# Pin1 inhibitor – human Pin1 inhibition | Q13526 | Pin1 FP peptide displacement, HiFluor488, 10 min | Potency, µM (top dose mostly 115 µM), for inactives: at the top dose activity, negative = inhibition, hits mostly inhibitors | 390,000 compounds, 0.009% hits | AID 504891; active means well fitted inhibition curve with a large enough effect in the polarisation, with a control signal flat, not every such curve was filed as active; inconclusive means small, poorly fitted or top-dose-only effect, or effect the other way, or a change in a side signal; inactive means no such curve, though single readings can be large or run the other way; the % refers to the polarisation; further: potency means the concentration at half of the fitted maximal effect; on the % scale 0 is the no-effect control and ±100 the full control effect
# USP1-UAF1 inh – blocks the human USP1/UAF1 deubiquitinase complex; O94782; Potency, µM (doses to about 57.1 µM), inactives show top-dose activity change, negative = inhibition, actives largely listed as inhibitors; recombinant USP1/UAF1, Ub-Rhodamine cleavage fluorescence; 390,000 compounds, 0.23% hits; further: potency means the concentration at half of the fitted maximal effect; on the % scale 0 is the no-effect control and ±100 the full control effect; nearly all actives have a fitted effect of over 60% in size; inactives centre near -12
# Target sequence (O94782 whole entry, looked up): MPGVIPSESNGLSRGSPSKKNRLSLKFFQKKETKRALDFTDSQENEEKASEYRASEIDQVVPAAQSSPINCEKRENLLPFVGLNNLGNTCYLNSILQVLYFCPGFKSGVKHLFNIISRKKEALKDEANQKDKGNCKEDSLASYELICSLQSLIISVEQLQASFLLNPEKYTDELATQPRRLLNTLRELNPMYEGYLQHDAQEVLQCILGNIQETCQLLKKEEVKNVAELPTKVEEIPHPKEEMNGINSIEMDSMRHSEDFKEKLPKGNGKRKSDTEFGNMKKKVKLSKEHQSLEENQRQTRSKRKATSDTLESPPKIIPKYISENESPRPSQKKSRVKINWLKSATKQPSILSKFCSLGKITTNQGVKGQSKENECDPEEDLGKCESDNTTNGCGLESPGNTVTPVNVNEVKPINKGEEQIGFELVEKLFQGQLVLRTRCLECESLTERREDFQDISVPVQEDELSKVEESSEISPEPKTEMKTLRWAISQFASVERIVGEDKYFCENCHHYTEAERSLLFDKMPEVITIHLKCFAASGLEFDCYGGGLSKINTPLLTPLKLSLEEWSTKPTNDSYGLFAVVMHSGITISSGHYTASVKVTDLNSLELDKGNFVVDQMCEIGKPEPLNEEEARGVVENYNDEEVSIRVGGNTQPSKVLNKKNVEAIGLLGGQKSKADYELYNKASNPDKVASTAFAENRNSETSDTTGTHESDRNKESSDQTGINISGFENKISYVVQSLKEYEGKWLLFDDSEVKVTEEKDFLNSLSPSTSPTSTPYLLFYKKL
#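 Step one: compound is pinned into 1nM USP1/UAF1 in HEPES pH 7.8 buffer with TCEP. Step two: 15 min room-temperature incubation. Step three: Ub-Rho (150nM final) starts cleavage, tracked by fluorescence over six one-minute reads.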
# PGK inhibitor – T. brucei PGK inhibition; P07378; PGK/GAPDH coupled, Kinase-Glo luminescence, 60 min; Potency, µM (series often up to 57.5 µM), for inactives: top-dose activity change, negative = inhibition, actives largely listed as inhibitors; 380,000 compounds, 0.043% hits; AID 602233; further: potency means the concentration at half of the fitted maximal effect; on the % scale 0 is the no-effect control and ±100 the full control effect; nearly all actives have a fitted effect of over 60% in size
#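 Recombinant glycosomal PGK reaction used 1,3-bisphosphoglycerate generated in-well by GAPDH (100nM final) in 100mM TEA pH 7.6, 5mM MgCl2, 0.01% Tween-20. After 60 minutes at room temperature, ATP was read by Kinase-Glo Plus luminescence end-point.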
# IDH1 R132H inh – blocks human mutant IDH1 R132H enzyme; Potency, µM (highest dose often 76.6 µM), for the others: at the highest dose activity change, negative = inhibition, most hits filed as inhibitors; IDH1-R132H enzyme, NADPH consumption, diaphorase/resazurin fluorescence; 390,000 compounds, 0.093% hits; further: potency means the concentration at half of the fitted maximal effect; on the % scale 0 is the no-effect control and ±100 the full control effect; nearly all actives have a fitted effect of over 65% in size
#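 IDH1-R132H (0.5 ug/mL dispensed) in pH 7.5 Tris buffer was preincubated 30 min with compound, then given a substrate mix of 0.016 mM NADPH and 2 mM alpha-KG for 80 min at room temperature; remaining NADPH was read by diaphorase/resazurin fluorescence.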
# HP1b binding inh – inhibitors of HP1-beta chromodomain binding to methylated histone tails; P83916; AlphaScreen HP1-beta / biotin-H3K9me3 peptide binding; Potency, µM (series often up to 114 µM), inactives show at the highest dose activity change, negative = inhibition, hits mostly inhibitors; 390,000 compounds, 0.56% hits; AID 540317; further: potency means the concentration at half of the fitted maximal effect; nearly all actives have a fitted effect of over 70% in size; inactives centre near 23
# Target sequence (P83916 whole entry, looked up): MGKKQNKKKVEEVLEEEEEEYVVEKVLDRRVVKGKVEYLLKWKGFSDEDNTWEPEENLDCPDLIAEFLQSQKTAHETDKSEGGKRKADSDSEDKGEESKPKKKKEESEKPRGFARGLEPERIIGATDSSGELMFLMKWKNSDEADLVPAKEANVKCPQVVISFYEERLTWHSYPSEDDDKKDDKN
#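 HP1-beta protein (50 nM final) preincubated 30 min at room temperature with biotinylated H3(1-18)K9me3 peptide (50 nM) in PBS pH 7.4, 0.01% Tween-20, then compound added for 30 min. AlphaScreen streptavidin donor/nickel chelate acceptor beads (10 ug/mL final), 30 min dark, luminescence read.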
# TrxR1 substrate – substrates of rat thioredoxin reductase 1. O89049. purified TrxR1 substrate turnover, NADPH consumption readout. Potency, µM (highest dose often 114 µM), inactives show at the highest dose activity change, negative = substrate turnover. 390,000 compounds, 0.01% hits; further: potency means the concentration at half of the fitted maximal effect; on the % scale 0 is the no-effect control and ±100 the full control effect; nearly all actives have a fitted effect of over 50% in size
#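 Rat TrxR1, dispensed at 90 nM, was prereduced with 400 uM NADPH (final) for 5 min at ~22 deg C, then incubated with compound 15 min before 400 uM selenite. A first-read NADPH fluorescence drop versus no-compound background flagged substrates.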
# PI4K2A block – blocks human PI4K2A kinase activity | Q9BTU6 | purified PI4K2A, ADP-Glo luminescence, 1 h; stronger effect = lower value | activity change, negative = inhibition, % at 76.9 µM | 420,000 compounds, 0.13% hits; in the data active means activity change below about -50%; inconclusive means mostly about -30% to -49%;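 further: -100% = wells without enzyme as full effect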
#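 PI4K2A activity was measured by ADP-Glo luminescence: enzyme (4 ug/mL stock) and phosphatidylinositol (1.2 mM stock) in Tris pH 7.5/MgCl2/EGTA/Triton X-100 buffer were reacted with ATP (300 microM stock) for one hour at ambient temperature.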
# An asterisk follows results filed as active; i = inactive; ? = inconclusive; · = no result given; & = joins results of further samples; [ ] = dose if it differs, or a comment. Unless noted, the call rests on the fitted dose curve; in most records, active means well fitted curve in the direction sought with a large enough effect; inconclusive means small, poorly fitted or top-dose-only effect, or another doubt; inactive means no such curve, though single readings can be large; an effect the other way counts as inactive or inconclusive. Only part of the results is shown; count on the stated rates, not on these rows.
# Key to letters: A = GLS inhibitor; B = rTrxR1 inhibitor; C = Pin1 inhibitor; D = USP1-UAF1 inh; E = PGK inhibitor; F = IDH1 R132H inh; G = HP1b binding inh; H = TrxR1 substrate; I = PI4K2A block
> CCCCSC1=NN1c1nc(N)nc(C)c1CC
  A: · | B: 1% | C: 0% | D: -23% | E: -3% | F: 13% | G: 26% | H: -3% | I: -1

> Cc1ccc(C(=O)Nc2ccc(-n3ccnc3P(=O)(O)c3ccccc3)cc2)cc1
  A: 3% | B: 5%[57.1 µM] | C: -1% | D: -2% | E: 4% | F: 1% | G: 14% | H: 3%[57.1 µM] | I: -1

> Cc1ccc(NC(=S)NCCc2cnc[nH]2)cc1C
  A: 7% | B: -16% | C: 2% | D: -5% | E: -4% | F: -4% | G: 23% | H: -8% | I: 4

> Cc1ccc2c(c1)C1CN(C)CCC1N2C(=O)CCCN1C(=O)c2cccc3cccc(c23)C1=O (stereo not drawn)
  A: 2% | B: 11% | C: ? | D: -22% | E: i | F: 0% | G: -13% | H: 5% | I: 4

> Nc1ccc(Cc2ccc(N)c(Cl)c2)cc1Cl
  A: 19% | B: 21% | C: -15% | D: -23% | E: -2% | F: 4% | G: 26% | H: 1% | I: -6

> O=C(COC(=O)Cc1ccccc1)Nc1ccc(SC(F)F)cc1
  A: 1% | B: 10% | C: -2% | D: -16% | E: -2% | F: 11% | G: 57%[activator] | H: -7% | I: 4

> COC(=O)C1=C(c2ccc(Cl)c(C(F)(F)F)c2)C[C@@H]2CC[C@H]1N2C(=O)NCCOc1ccc(OC)cc1
  A: 1% | B: -5%[57.1 µM] | C: ? | D: 6% | E: 4% | F: 0% | G: 3% | H: -5%[57.1 µM] | I: -5

> CCCC(C)C1(CC)C(=O)NC(=O)N=C1N (stereo not drawn)
  A: -6% | B: -11% | C: -4% | D: -11% | E: 1% | F: -11% | G: -5% | H: -9% | I: 0

> Fc1ccc(CN2CCN(c3ccc(Cl)cc3)CC2)cc1
  A: -1% | B: 29% | C: 0% | D: -15% | E: i | F: -4% | G: 15% | H: 0% | I: -1

> Cn1c(O)c(C2=NN(C(=O)CCl)C(c3ccccc3)C2)c(=O)n(C)c1=O (stereo not drawn)
  A: 8% | B: ? | C: ? | D: -8% | E: 7% | F: 1% | G: 24% | H: -8% | I: 0

> CC(C)[C@H]1C(=O)O[C@@H]2CCN3CC=C(COC(=O)[C@](C)(O)[C@]1(C)O)[C@H]23
  A: 0% | B: 12% | C: 0% | D: -15% | E: -4% | F: -9% | G: 32% | H: 2% | I: 2

> CC(C)CCNC(=O)c1cc(C(=O)c2cc(F)ccc2O)cn(CCC(C)C)c1=O
  A: 2% | B: 24%[57.1 µM] | C: ? | D: -22% | E: -14% | F: 0% | G: 18% | H: 9%[57.1 µM] | I: -1

> CN1C(=O)C(C)(C2=CCCCC2)C(=O)NC1=S (stereo not drawn)
  A: -3% | B: 13%[57.1 µM] | C: ? | D: -19% | E: 1% | F: 0% | G: 0% | H: 11%[57.1 µM] | I: 1

> CC(=NCc1ccco1)c1c(O)n(C2CCCCC2)c(=O)[nH]c1=O
  A: 5% | B: -21% | C: 18% | D: -3% | E: -1% | F: 1% | G: 0% | H: 2% | I: -3

> CCCn1ncc(CN2CCCC(C(=O)c3cccc(OC)c3)C2)c1C (stereo not drawn)
  A: -14% | B: 8%[57.1 µM] | C: -3% | D: -20% | E: i | F: -1% | G: 39% | H: 2%[57.1 µM] | I: -5

> COC(=O)C1=C(c2ccc(-c3ccccc3)c(F)c2)C[C@@H]2CC[C@H]1N2C(=O)N1CCC(O)CC1
  A: -2% | B: 15% | C: 4% | D: ? | E: i | F: 20% | G: 15% | H: 1% | I: 0

> O=c1[nH]c(=O)n(Cc2ccco2)c(O)c1C=NCc1ccc2c(c1)OCO2
  A: -11% | B: 0% | C: 24% | D: -13% | E: -6% | F: 0% | G: 27% | H: 2% | I: -1

> Cc1nc(SCc2c(Cl)cccc2Cl)nc(OC(=O)N(C)C)c1C
  A: 1% | B: 17% | C: 0% | D: -13% | E: -8% | F: 18% | G: 77%[activator] | H: 3% | I: -4

> COC(=O)c1ccc(NC(=O)CSc2nc3ccc(N4C(=O)C5C6C=CC(C6)C5C4=O)cc3s2)cc1 (stereo not drawn)
  A: 1% | B: -14% | C: 58%[activator] | D: -14% | E: i | F: -1% | G: 32% | H: -14% | I: -5

> COc1ccc(Nc2c(-c3cc(Br)ccc3O)nc3ncccn23)cc1OC
  A: 2% | B: 10% | C: 28% | D: -22% | E: i | F: -6% | G: ? | H: -1% | I: 3

> CCC1(CC(C)c2ccccc2)C(=O)NC(=O)NC1=O (stereo not drawn)
  A: 4% | B: 6% | C: -10% | D: ? | E: 5% | F: -7% | G: 5% | H: 0% | I: -2

> O=C(Cn1c(=O)oc2ccccc21)Nc1ccc(Br)cc1
  A: 8% | B: 19% | C: 2% | D: -17% | E: 6% | F: 3% | G: 45%[activator] | H: 7% | I: 2

> Cc1nn(Cc2ccccc2)c(Cl)c1C(=O)OCC(=O)NCC1CCCO1 (stereo not drawn)
  A: -7% | B: -19% | C: -3% | D: -13% | E: 0% | F: 15% | G: 38% | H: -10% | I: 0

> CCn1cc(C(=O)c2ccccc2)c2ccccc21
  A: 1% | B: ? | C: -3% | D: -12% | E: -9% | F: 11% | G: 21% | H: 0% | I: 38

> CN1C(=O)C(=Cc2cn(CC(=O)N3CCCCC3)c3ccccc23)C(=O)N(C)C1=O
  A: -5% | B: -16% | C: ? | D: ? | E: -10% | F: 0% | G: 2% | H: 2% | I: -2

> Cc1[nH]c2ccccc2c1C(=O)C(=O)N1CC2CC(C1)c1cccc(=O)n1C2 (stereo not drawn)
  A: 44%[activator] | B: 21%[57.1 µM] | C: -6% | D: -9% | E: 1% | F: 3% | G: 36% | H: 12%[57.1 µM] | I: -18

> CC1CCC(C(=O)NC(C(=O)N2CCC3(CC2)OCCO3)C(C)C)CC1 (stereo not drawn)
  A: 3% | B: -5% | C: -5% | D: -20% | E: 0% | F: -2% | G: 35% | H: 1% | I: -2

> CS(=O)(=O)c1ccc(C2=C(CNC(=O)c3cccs3)[C@H]3CC[C@@H](C2)N3Cc2ccccc2)cc1
  A: 0% | B: · | C: · | D: -3% | E: 5% | F: 9% | G: · | H: · | I: -6

> COc1ccc(OC)c(CC(=O)O)c1
  A: -17% | B: 19% | C: 0% | D: -11% | E: -7% | F: -9% | G: 32%[activator] | H: -1% | I: 6

> Cc1nc(C)c(C(=O)NN=Cc2ccc(N(CCCl)CCCl)cc2)s1
  A: -4% | B: -10% | C: 7% | D: -8% | E: -1% | F: ? | G: 33% | H: 25% | I: -4

> Nc1nc(SCc2ccc(F)cc2)n[nH]1
  A: 23% | B: 17% | C: -7% | D: -15% | E: -10% | F: -1% | G: 37%[activator] | H: -5% | I: -6

> C[C@]1(O)CCC2C3CC[C@@H]4CC(=O)CC[C@]4(C)C3CC[C@@]21C (stereo partly drawn)
  A: -8% | B: 9%[57.1 µM] | C: -7% | D: -17% | E: -8% | F: 2% | G: 26% | H: -2%[11.4 µM] | I: 12

> Cc1ccc(-n2c(O)c(C=NC3CCCC3)c(=O)[nH]c2=O)c(C)c1
  A: -1% | B: -1%[57.1 µM] | C: 0% | D: -13% | E: 1% | F: 1% | G: 48%[activator] | H: 7%[57.1 µM] | I: 5

> CCCn1cc(C(=O)O)cn1
  A: 0% | B: 25%[57.1 µM] | C: 4% | D: -9% | E: -1% | F: 3% | G: 19% | H: 7%[57.1 µM] | I: -8

> Cc1ccc2c(c1)[C@@H]1CN(C)CC[C@@H]1N2C(=O)Nc1cccc(C(F)(F)F)c1
  A: 0% | B: -22% | C: 41% | D: -2% | E: -6% | F: 6% | G: 5% | H: -6% | I: 0

> CC(=O)c1ccc(OCC(=O)N2CCCC(N3CCN(c4ccccc4C)CC3)C2)cc1 (stereo not drawn)
  A: 0% | B: ? | C: -7% | D: -21% | E: -7% | F: 3% | G: 4% | H: -1% | I: 0

> O=[N+]([O-])c1cc([As](=O)(O)O)ccc1O
  A: ? | B: 6% | C: -8% | D: -21% | E: -23% | F: -6% | G: 26% | H: -3% | I: -1&-2

# Compound profiles, from the list above. Values in the order: GLS inhibitor, rTrxR1 inhibitor, Pin1 inhibitor, USP1-UAF1 inh, PGK inhibitor, IDH1 R132H inh, HP1b binding inh, TrxR1 substrate, PI4K2A block
# C[C@]1(O)CCC2C3CC[C@@H]4CC(=O)CC[C@]4(C)C3CC[C@@]21C (stereo partly drawn) across the screens: -8%, 9%[57.1 µM], -7%, -17%, -8%, 2%, 26%, -2%[11.4 µM], 12
# CCCn1cc(C(=O)O)cn1 across the screens: 0%, 25%[57.1 µM], 4%, -9%, -1%, 3%, 19%, 7%[57.1 µM], -8

# Screening results deposited in PubChem BioAssay by National Center for Advancing Translational Sciences (NCATS).
